All columns: NCI-60 one-dose screen, growth in % after 48 h at 10 µM unless noted; 100 = growth as untreated, 0 = no growth, -100 = all killed.
SK-MEL-2: SK-MEL-2 melanoma. hit rate 4.7% among 77,000. AID 1794763
HS 578T: HS 578T breast cancer; hit rate 4.1% among 78,000
UACC-62: UACC-62 melanoma; hit rate 5.4% among 81,000; AID 1794756
SK-MEL-28: SK-MEL-28 melanoma; hit rate 4.1% among 81,000; AID 1794761
T-47D: T-47D breast cancer | hit rate 5% among 79,000
UACC-257: UACC-257 melanoma; AID 1794764; hit rate 4.4% among 78,000
BT-549: BT-549 breast cancer | hit rate 4.4% among 78,000
MALME-3M: MALME-3M melanoma | hit rate 5.8% among 78,000 | AID 1794766
Numbers without * were called inactive; · = not tested or not shown; & = joins results of further samples; ! = repeats disagree; [ ] = another dose, or the depositor's remark. Rule for the calls: active = growth percent below 10; inactive = the rest.

SMILES | SK-MEL-2 | HS 578T | UACC-62 | SK-MEL-28 | T-47D | UACC-257 | BT-549 | MALME-3M
Cc1cc2c3ccccc3ccc2[n+]2ccccc12 | 41 | -24* | 60 | 15 | 4.6* | · | -2.5* | -5.6*
N#Cc1cnn2c1NC(=O)CC2C(=O)O (centres undefined) | 102 | 101 | 101 | 114 | 86 | 100 | 109 | 100
N#Cc1c(-c2ccccc2)nc(SCCC(=O)N2CCN(c3ccccc3)CC2)[nH]c1=O | 106 | 130 | 101 | 122 | 88 | 89 | 89 | 114
CCOc1cc(C(=O)O)cc(Cl)n1 | 105 | 103 | 104 | 110 | 102 | 113 | 108 | 124
Cc1cc(=O)n(C)c(SCC(=O)N2CCOCC2)n1 | 93 | 93 | 92 | 102 | 80 | 99 | 93 | 90
N=C(N)c1ccc(-c2nc3ccc4[nH]ncc4c3c3c2CCCC3)cc1 | 97 | 84 | 95 | · | 31 | 110 | 97 | 101
COC(=O)C1=C/CCCN(C(c2ccccc2)c2ccccc2)/C=C\1C(=O)OC | 113 | · | 97 | 122 | 88 | 101 | · | 95
CCn1cc(C(=O)O)c(=O)c2cc(F)c(N3CCN(C(=O)CO[N+](=O)[O-])CC3)cc21 | 103 | 105 | 105 | 108 | 94 | 107 | 99 | 115
CCN(CC)CCC(C(=O)O)(c1ccccc1)C1(O)CCCCCC1 (centres undefined) | 102 | 108 | 92 | 104 | 101 | 103 | 94 | 89
CCOC(=O)C(CC(=O)O)=C(c1ccccc1)c1ccccc1 | 103&99 | 101&113 | 95&100 | 98&118 | 94&103 | 94&66 | 104&85 | 99&98
Nc1ccn(C2CC(N)C(CO)O2)c(=O)n1 (centres undefined) | 122 | 114 | · | 118 | 81 | 96 | 72 | 79
CCn1cc(C(=O)O)c(=O)c2cc(F)c(N3CCN(C(=O)c4ccc([N+](=O)[O-])cc4)C(C)C3)c(F)c21 (centres undefined) | 109 | 92 | 89 | 100 | 95 | 105 | 104 | 99
COc1cc(-n2cc(-c3ccc(S(C)(=O)=O)cc3)n(C(C)=O)c2=O)cc(OC)c1OC | 97 | 92 | 104 | 117 | 85 | 85 | 113 | 93
Cc1ccc(S(N)(=O)=O)cc1N | 115 | · | 100 | 117 | 104 | 105 | 98 | 102
COc1cc2c(cc1N)-c1ccc(N)cc1C2=O | 112 | 96 | 80 | 108 | 99 | 114 | 83 | 113
COc1ccc(Oc2nc(Nc3ccc(N4CCOCC4)cc3)ncc2NC(=O)c2cc(OC)c(OC)c(OC)c2)cc1 | 111 | 97 | 101 | 115 | 99 | 107 | 109 | 144
O=c1c2cc(F)ccc2sc2c(NCCCNCCO)nc3ccccc3c12 | 91 | 34 | -39* | 28 | 23 | 91 | 66 | 70
O=C(O)CC1Sc2ccccc2NC1=O (centres undefined) | · | 133 | 105 | 126 | 111 | 99 | 118 | 106
O=C(Cc1ccc(Cl)cc1F)Nc1cc(C2(C(F)(F)F)CC2)nn1CC1CCCCC1 | 106 | 93 | 90 | 100 | 110 | 104 | 99 | 93
COc1ccc(OC)c(C2C(C#N)=C(N)N(c3ccc(OC(F)(F)F)cc3)C3=C2C(=O)CC(C)(C)C3)c1 (centres undefined) | 98 | 82 | 80 | 101 | 89 | 91 | 107 | 99
O=S(=O)(CCCl)c1ccc(Cl)cc1 | 51 | 74 | 74 | 68 | 55 | 49 | 42 | 52
COc1ccc(/C=C(/C(=O)c2ccc(Cl)cc2)C(=O)C(F)(F)F)cc1OC | 93 | 108 | 95 | 105 | 75 | 97 | 96 | 107
O=C1/C(=C\c2ccc(Cl)cc2)N=C(c2cnccn2)N1c1cccc2cccnc12 | 113 | 93 | · | 109 | 81 | 90 | 84 | ·
CN(C)c1ccc(N=Nc2ccc(Br)cn2)c(O)c1 | 19 | 64 | -45* | 30 | 30 | -11* | 38 | 18
O=S(=O)(Nc1ccc(Cl)nn1)c1ccc(NC(=S)Nc2ccc(Cl)c(Cl)c2)cc1 | 112 | 106 | 89 | 110 | 111 | 107 | 123 | 100

Not a retest: an excerpt of the list.
SMILES | SK-MEL-2 | HS 578T | UACC-62 | SK-MEL-28 | T-47D | UACC-257 | BT-549 | MALME-3M
Cc1ccc(S(N)(=O)=O)cc1N | 115 | · | 100 | 117 | 104 | 105 | 98 | 102
COc1cc2c(cc1N)-c1ccc(N)cc1C2=O | 112 | 96 | 80 | 108 | 99 | 114 | 83 | 113
COc1ccc(Oc2nc(Nc3ccc(N4CCOCC4)cc3)ncc2NC(=O)c2cc(OC)c(OC)c(OC)c2)cc1 | 111 | 97 | 101 | 115 | 99 | 107 | 109 | 144
O=c1c2cc(F)ccc2sc2c(NCCCNCCO)nc3ccccc3c12 | 91 | 34 | -39* | 28 | 23 | 91 | 66 | 70
O=C(O)CC1Sc2ccccc2NC1=O (centres undefined) | · | 133 | 105 | 126 | 111 | 99 | 118 | 106
O=C(Cc1ccc(Cl)cc1F)Nc1cc(C2(C(F)(F)F)CC2)nn1CC1CCCCC1 | 106 | 93 | 90 | 100 | 110 | 104 | 99 | 93
COc1ccc(OC)c(C2C(C#N)=C(N)N(c3ccc(OC(F)(F)F)cc3)C3=C2C(=O)CC(C)(C)C3)c1 (centres undefined) | 98 | 82 | 80 | 101 | 89 | 91 | 107 | 99
O=S(=O)(CCCl)c1ccc(Cl)cc1 | 51 | 74 | 74 | 68 | 55 | 49 | 42 | 52
COc1ccc(/C=C(/C(=O)c2ccc(Cl)cc2)C(=O)C(F)(F)F)cc1OC | 93 | 108 | 95 | 105 | 75 | 97 | 96 | 107
O=C1/C(=C\c2ccc(Cl)cc2)N=C(c2cnccn2)N1c1cccc2cccnc12 | 113 | 93 | · | 109 | 81 | 90 | 84 | ·
CN(C)c1ccc(N=Nc2ccc(Br)cn2)c(O)c1 | 19 | 64 | -45* | 30 | 30 | -11* | 38 | 18
O=S(=O)(Nc1ccc(Cl)nn1)c1ccc(NC(=S)Nc2ccc(Cl)c(Cl)c2)cc1 | 112 | 106 | 89 | 110 | 111 | 107 | 123 | 100

Reprinted at random: 2 records from the list.
SMILES | SK-MEL-2 | HS 578T | UACC-62 | SK-MEL-28 | T-47D | UACC-257 | BT-549 | MALME-3M
N#Cc1cnn2c1NC(=O)CC2C(=O)O (centres undefined) | 102 | 101 | 101 | 114 | 86 | 100 | 109 | 100
N#Cc1c(-c2ccccc2)nc(SCCC(=O)N2CCN(c3ccccc3)CC2)[nH]c1=O | 106 | 130 | 101 | 122 | 88 | 89 | 89 | 114

Other results.
SMILES | SK-MEL-2 | HS 578T | UACC-62 | SK-MEL-28 | T-47D | UACC-257 | BT-549 | MALME-3M
CCCCCNCCCCCNc1cc(OC)cc2cccnc12 | 99 | 102 | 75 | 92 | 68 | 101 | 69 | 60
COc1ccc(C(CC(=O)O)c2cc(OC)c(OC)c(OC)c2)cc1OC (centres undefined) | · | 108 | 94 | 109 | 101 | 96 | · | 87
CCOC(=O)c1c(N)sc2cc(OC)ccc12 | 101 | 110 | 87 | 104 | 81 | 111 | 96 | 120
NN(Cc1ccccc1)Cc1ccccc1 | 113 | 95 | 106 | 114 | 98 | 106 | 105 | 125
Cc1ccc2cccc(OC(=O)Nc3cc(Cl)c(Cl)cc3Cl)c2n1 | 93[100 µM] | 85[100 µM] | 78[100 µM] | 88[100 µM] | 81[100 µM] | 78[100 µM] | 84[100 µM] | 93[100 µM]
Cn1cc(C2=C(c3cn(C)c4ccccc34)C(=O)OC2)c2ccccc21 | 108 | 87 | 78 | 100 | · | 105 | 99 | 88
COc1ccc2nc(-c3ccccc3)cc(C(=O)O)c2c1 | 107 | 104 | 107 | 109 | 108 | 93 | 107 | 105
CCC(C)/C(=C\C#N)NCCCN/C(=C/C#N)C(C)CC (centres undefined) | · | 101 | 104 | 111 | 97 | 106 | 105 | 108
COc1ccc(CNS(=O)(=O)/N=C2\NC(=O)NC2=C(Cl)Cl)cc1 | 29 | 44 | 27 | 49 | 44 | 54 | -8.0* | 76
CCCC[n+]1ccc(SCC(=O)n2ccc3ccccc32)c2ccccc21 | 100 | 100 | 78 | 109 | 73 | 96 | · | 96
O=C1c2c(c3c4cc(F)ccc4oc3c3[nH]c4ccccc4c23)C(=O)N1O | 78 | 65 | 3.4* | 29 | 5.8* | 76 | 45 | 28
Brc1ccc2c(-c3cncn3CCc3ccc4c(c3)OCO4)c[nH]c2c1 | 99 | 96 | 75 | 94 | 57 | 94 | 87 | 87
Cc1c(C(=O)NO)sc2ncnc(Nc3ccc(Cl)cc3)c12 | 95 | 103 | 92 | 111 | 91 | 110 | 116 | 102
COC(=O)c1nc(-c2ccccc2)oc1S(=O)(=O)Cc1ccccc1 | 80 | 110 | 91 | 95 | 60 | 85 | 80 | -79*
Nc1nc(N)c2c(n1)NC(c1sc(Cl)nc1Cl)CC(c1ccc(F)cc1)=N2 (centres undefined) | · | 71 | 90 | 96 | 77 | 92 | 63 | 88
O=C(Nc1ccc(-n2cc(-c3ccncc3)c(-c3ccc(O)c(Cl)c3)n2)cc1)c1cc(C(F)(F)F)cc(C(F)(F)F)c1 | 69 | · | 71 | 69 | 61 | 77 | 53 | 78
CCOC(=O)CC(=O)c1c(C)cc(C)cc1C | 93 | 92 | 97 | 118 | 121 | 112 | 94 | 113
COc1cc2c(c(OC)c1)C1c3cc(OC)ccc3NC(=O)N1CC2 (centres undefined) | 46 | 90 | 66 | 89 | 89 | 91 | · | 75
C=CC(=O)Nc1cccc(-c2nc(SC)nc(NCCCN(CC)CC)c2C#N)c1 | 107 | 92 | 101 | 112 | 94 | 99 | 101 | 111
C=C(C)[C@@H]1CC[C@]2(c3nnc(-c4ccncc4)o3)CC[C@]3(C)[C@H](CC[C@@H]4[C@@]5(C)CCC(=O)C(C)(C)[C@@H]5CC[C@]43C)[C@@H]12 | 98 | 98 | 82 | 102 | 88 | 93 | 95 | 99
C(=C1c2ccccc2-c2ccccc21)c1ccncc1 | 43 | 50 | 31 | 69 | 72 | 74 | 39 | ·
Cc1ccc(/C=C2/SC(=S)N(CCc3ccc(O)cc3)C2=O)o1 | 109 | 103 | 75 | 93 | 81 | 95 | 84 | 71
Nc1o[nH]c(=O)c1C1CCCCC1 | 120 | 103 | 110 | 104 | 111 | 136 | 110 | 119
CCOC(=O)CCc1cccc(CCC(=O)OCC)n1 | 99 | 109 | 99 | 107 | 103 | 99 | 99 | 106
O=C(CSc1nccc(Nc2ccc(S(=O)(=O)Nc3nccs3)cc2)n1)c1ccc(C(F)(F)F)cc1 | 102 | 99 | 93 | 108 | 82 | 99 | 88 | 102

Further compounds.
SMILES | SK-MEL-2 | HS 578T | UACC-62 | SK-MEL-28 | T-47D | UACC-257 | BT-549 | MALME-3M
COc1ccc(-c2ccc(NC(=O)Nc3cccc(C(F)(F)F)c3)c(C)n2)cc1OC | 74 | 75 | 82 | 76 | 54 | 82 | 72 | 95
CN1CCC[C@]2(C)[C@H]3CC[C@]4(C)[C@@H](O)/C(=C/c5ccccn5)C[C@H]4[C@@H]3CC[C@@H]12 | 113 | · | 110 | 104 | 118 | 102 | 103 | 102
C=CC(=O)Nc1cccc(Oc2nccc(Nc3nnc(C4CC4)s3)n2)c1 | 108 | 92 | 96 | 99 | 95 | 105 | 101 | 111
CCSc1nc(-c2ccco2)n2nc(-c3ccco3)cc2n1 | 129 | 96 | 90 | 120 | 23 | 102 | 107 | 116
CCCC1CCCCC1Br (centres undefined) | 103 | 103 | 102 | 116 | 104 | 101 | 114 | 98
Cc1cc(C2(c3ccc(O)c(C)c3)C(=O)N(Cc3ccccc3)c3ccccc32)ccc1O | 95 | 92 | 82 | 104 | 85 | · | 68 | 102
O=c1[nH]cc(Br)c(=O)[nH]1 | · | 106 | 99 | 92 | 93 | 99 | 117 | 99
O=c1[nH]cc(Cl)cc1Cl | · | 104 | 93 | 111 | 88 | 95 | 103 | 91
N#CC(C#N)=C/C=C/c1cccc([N+](=O)[O-])c1 | -14*! | -4.5* | -62* | -42* | 17&39 | -64* | 57 | 7.9*
COc1ccc(NC(=O)CSC(N)=O)cc1NC(=O)CSC(N)=O | 122 | 93 | 92 | 113 | 101 | 109 | 108 | 104
COC(C)CCOC(=O)c1ccc(C(C)C)cc1 (centres undefined) | · | 107 | 102 | 125 | 97 | 114 | 113 | 94
CC1CCC2(CC1)N=C(N)N=C(N)N2c1ccc(S(=O)(=O)Nc2nccs2)cc1 (centres undefined) | 105 | 104 | 95 | 98 | 101 | 90 | 100 | 92
COc1c(Cl)c(Cl)cc(Cl)c1Cl | 95 | 104 | · | 103 | 94 | 71 | 96 | 108
CC[C@H](C)[C@@H]1NC(=O)[C@@H]([C@@H](C)CC)NC(=O)CC(=O)[C@H](C)[C@H](/C=C(\C)C[C@H](C)C/C(C)=C/c2cnco2)OC1=O | 102 | 83 | 88 | 103 | · | 102 | 100 | 100

Screening results from PubChem.

Not a hit list (roughly 10% active in at least one column).
